Assay outcomes deposited in PubChem BioAssay by The Scripps Research Institute Molecular Screening Center.
TAAR1 agonist = human TAAR1 agonism. Q96RJ0. CHO RD-HGA16 TAAR1, Fluo-8 calcium fluorescence; vehicle wells 0%, saturating PEA agonist 100%. activation, % at 3 µM. 0.99% of 360,000 active. AID 624467;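 active means activation above the mean activation of all test compounds in the run plus 3 SD, cut at about 38% in these data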
Target sequence (Q96RJ0 whole entry, looked up): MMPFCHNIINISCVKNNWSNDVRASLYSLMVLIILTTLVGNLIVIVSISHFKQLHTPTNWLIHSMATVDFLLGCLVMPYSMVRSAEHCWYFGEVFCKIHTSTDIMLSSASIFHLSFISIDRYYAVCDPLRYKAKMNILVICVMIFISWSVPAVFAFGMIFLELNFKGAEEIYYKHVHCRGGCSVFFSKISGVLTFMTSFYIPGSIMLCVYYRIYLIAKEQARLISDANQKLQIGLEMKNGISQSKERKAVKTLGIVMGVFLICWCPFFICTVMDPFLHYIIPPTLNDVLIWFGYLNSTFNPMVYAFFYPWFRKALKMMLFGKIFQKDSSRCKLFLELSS
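Assay system: CHO-derived RD-HGA16 cells with stable Gα16 and human TAAR1; timing: 17-24 h seeding, 75 min 37 °C dye, 30 min RT; read-out: % activation from peak over basal fluorescence ratio, DMSO-to-PEA scaled; measured by: kinetic Fluo-8 calcium fluorescence; benchmarks: low control DMSO, high control PEA (EC100); doses: 3 µM single concentration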
CHRM1 agonist = agonists of human M1 muscarinic receptor; CHO-K1 hM1, Fluo-8 calcium fluorescence, agonist mode; 0% DMSO, 100% acetylcholine EC100; activation, % at 3 µM; 0.33% of 360,000 active; AID 588814;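 active means activation above the run's mean compound activation plus 3 SD, cut at about 16% in these data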;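 further: peak over basal fluorescence ratio within a 140 s kinetic read after compound addition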
CHRM1 antagonist = human CHRM1 antagonism; AID 588852; CHO-K1 hM1, Fluo-8 calcium fluorescence, ACh EC80 antagonist; inhibition, % at 3 µM; P11229; 1.3% of 360,000 active;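 active means percent inhibition above its own plate's cutoff, namely the mean of that plate's compound wells plus 3 SD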;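 further: peak over basal fluorescence ratio during 140 s after agonist addition; 0% = ACh EC80 plus DMSO and 100% = DMSO alone without agonist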
CHO parental Ca = counter-screen for OX1R antagonists: effect in parental CHO cells. parental CHO-K1, ATP-induced calcium, Fluo-8 fluorescence. inhibition, % at 5.6 µM. 0.63% of 330,000 active. AID 463079;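 active means inhibition above that plate's mean sample inhibition plus 3 SD, cut at about 26% in these data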;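 further: 0% = ATP-challenged DMSO wells and 100% = DMSO wells without ATP; some compounds past the cut are filed as inactive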
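Material – parental CHO cells · Reagent – ATP stimulus · Compound – single nominal dose of 5.6 µM per compound · Detection – Fluo-8 fluorescence · Read-out basis – percent inhibition of calcium signal · Controls – ATP-challenged DMSO wells low, unchallenged DMSO wells high · Repeats – no replicates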
V1R ag counter = activates human V1a receptor in oxytocin agonist counter-screen; P37288; CHO-V1R cells, Fluo-8 calcium fluorescence, agonist mode; 0% DMSO, 100% 3 nM vasopressin; activation, % at 3 µM; 0.25% of 320,000 active;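 active means activation above the mean activation of all tested compounds plus 3 SD, per screening run, cut at about 20% in these data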;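 further: signal is peak over basal fluorescence ratio across a 100 second FLIPR read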
Target sequence (P37288 whole entry, looked up): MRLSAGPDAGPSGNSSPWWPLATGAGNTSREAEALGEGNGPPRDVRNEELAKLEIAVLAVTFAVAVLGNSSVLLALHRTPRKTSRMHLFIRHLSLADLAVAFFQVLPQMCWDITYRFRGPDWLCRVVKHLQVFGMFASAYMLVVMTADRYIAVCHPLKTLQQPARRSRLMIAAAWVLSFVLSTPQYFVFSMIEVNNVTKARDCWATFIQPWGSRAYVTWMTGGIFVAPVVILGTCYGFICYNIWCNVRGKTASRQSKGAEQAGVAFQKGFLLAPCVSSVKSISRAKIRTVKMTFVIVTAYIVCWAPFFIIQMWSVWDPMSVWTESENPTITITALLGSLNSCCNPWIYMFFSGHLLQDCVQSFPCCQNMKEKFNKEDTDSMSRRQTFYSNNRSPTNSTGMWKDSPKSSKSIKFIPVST
TAAR1 antag = antagonists of human TAAR1; CHO RD-HGA16 TAAR1, Fluo-8 calcium fluorescence, antagonist; inhibition, % at 3 µM; 1.5% of 360,000 active; AID 624466;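 active means inhibition above a per-plate cutoff, the mean inhibition of test compounds on that plate plus 3 SD, cut at about 49% in these data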;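 further: 0% = DMSO plus EC80 beta-PEA response and 100% = DMSO alone without agonist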
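System: RD-HGA16 CHO cells with stable hTAAR1 and Gα16 | Probe or stimulus: EC80 β-phenethylamine stimulus | Dosing: 3 µM, single point | Times: Dye loading 75 min at 37 °C, then 30 min room temperature | Measured by: Fluo-8 calcium-sensitive fluorescence | Read-out basis: % inhibition of agonist calcium response | Replicates: n of 1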
M1 PAM = human CHRM1 positive allosteric modulation; P11229; CHO-K1 hM1, Fluo-8 calcium fluorescence, ACh EC20; 0% = ACh EC20, 100% = maximal ACh; activation, % at 3 µM; 0.088% of 360,000 active; AID 588819; in the data active means activation above about 19%, passing the limit was not always enough
OXTR agonist = activates the human oxytocin receptor; P30559; activation, % at 3 µM; CHO-OTR cells, Fluo-8 calcium fluorescence; normalized: DMSO 0%, oxytocin 100%; 0.32% of 320,000 active;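 active means activation above the mean of all tested compounds plus 3 SD, cutoff set per screening run, cut at about 20% in these data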;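 further: peak over basal fluorescence ratio from a 100 s FLIPR kinetic read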
OXTR potentiator = human OXTR potentiation; P30559; CHO-OTR cells, Fluo-8 calcium fluorescence, potentiator mode; 0% = oxytocin EC15, 100% = EC100; activation, % at 3 µM; 0.061% of 320,000 active;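 active means activation above that plate's cutoff, the mean activation of tested compounds plus 3 SD, cut at about 6.6% in these data, passing the limit was not always enough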;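 further: 100% uses oxytocin at 75 nM as the full agonist control; some results filed as inactive read as strong as hits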
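Replication – single well per compound, singlicate · Assay system – CHO cell line stably expressing human OTR · Timing – 6 min pre-incubation, 100 s read · Measure – normalized max/min fluorescence ratio, % activation · Doses – 3.0 µM, one dose · Detection – Fluo-8 calcium dye fluorescence · Probe or stimulus – oxytocin near EC15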
Numbers without * were called inactive; nt = no result given; & = joins results of further samples; ! = repeats disagree.

Every second line gives: CHRM1 antagonist | CHRM1 agonist | V1R ag counter | OXTR agonist | OXTR potentiator | TAAR1 antag | CHO parental Ca | TAAR1 agonist | M1 PAM
Cc1cc(OCC(=O)N(C)c2ccccc2)cc2c1C(=O)CC(C)(C)O2
    -7 | 0 | 0.7 | -2.3 | -1 | -46 | -21 | 8 | 3
Cn1c(SCc2ccccc2)nnc1-c1cccs1
    -15 | -5 | -1.3 | -2.4 | -4 | -16 | -15 | 12 | 7
NC(=O)CSc1cn(Cc2cccc(F)c2)c2ccccc12
    -13 | 1 | 0.4 | 1.2 | -3 | -1 | -15 | 3 | 11
COc1ccc(C)cc1N(CC(=O)NC1CCCC1)C(=O)Cn1nnc(-c2ccc(C)o2)n1
    3 | 1 | nt | nt | nt | -19 | nt | 19 | 0
CC(=O)Nc1ccc(SCC(=O)c2cc(C)ccc2C)cc1
    -4 | 2 | 4.2 | 3.0 | -12 | 8 | -12 | 1 | 2
COC(=O)c1ccc(NC(=O)C2CC(=O)N(c3cc(C)ccc3C)C2)cc1 (stereo not drawn)
    -7 | -4 | 0.6 | 2.1 | -7 | -4 | -11 | 2 | 8
COc1ccc(NC(=O)COc2ccc(N(C)S(=O)(=O)c3ccc(Cl)cc3)cc2)cc1OC
    38* | 0 | 11 | 14 | -22 | 61* | 90* | 8 | -13
COc1ccc(CN(C)C(=O)c2cccc(NS(=O)(=O)c3ccccc3)c2)c(OC)c1
    10 | -1 | 5.7 | 2.7 | -10 | 18 | -17 | 4 | -3
Cc1oc2cc(OC(C)C(=O)O)ccc2c(=O)c1Oc1ccccc1 (stereo not drawn)
    1 | 3 | 0.3 | 4.6 | -7 | -10 | -4 | 15 | 4
CC(CNC(=O)C(=O)NC(C)CCc1ccccc1)Cc1ccccc1 (stereo not drawn)
    -32 | -1 | 0.2 | -0.7 | -5 | -17 | -5 | 15 | 4
O=C(Cn1c2ccccc2c(=O)c2ccccc21)Nc1cccc(F)c1
    -5 | -5 | 0.9 | 1.1 | -3 | -21 | -17 | 1 | 4
O=C1CC(C(=O)O)S/C(=N\NC(=O)c2ccc(F)cc2)N1 (stereo not drawn)
    0 | -2 | 0.6 | -0.9 | -6 | -25 | 2 | 2 | 4
CCC(C)c1ccc(O)c(NC(=O)c2ncn[nH]2)c1 (stereo not drawn)
    -7 | 3 | 0.1 | 1.3 | -6 | 0 | 1 | 18 | 4
CCOC(=O)N1CCN(C(=O)c2ccc(Cl)c(S(=O)(=O)N3CCOCC3)c2)CC1
    -9 | -3 | 1.1 | -0.7 | 0 | -4 | -10 | 1 | 6
O=C(COc1cccc(NC(=O)c2cccc([N+](=O)[O-])c2)c1)c1ccc(F)cc1
    16 | 2 | 3.0 | 2.9 | -7 | 78* | 0 | 27 | -11

Reprinted from the listing (10 entries):
Every second line gives: CHRM1 antagonist | CHRM1 agonist | V1R ag counter | OXTR agonist | OXTR potentiator | TAAR1 antag | CHO parental Ca | TAAR1 agonist | M1 PAM
Cc1cc(OCC(=O)N(C)c2ccccc2)cc2c1C(=O)CC(C)(C)O2
    -7 | 0 | 0.7 | -2.3 | -1 | -46 | -21 | 8 | 3
Cn1c(SCc2ccccc2)nnc1-c1cccs1
    -15 | -5 | -1.3 | -2.4 | -4 | -16 | -15 | 12 | 7
NC(=O)CSc1cn(Cc2cccc(F)c2)c2ccccc12
    -13 | 1 | 0.4 | 1.2 | -3 | -1 | -15 | 3 | 11
COc1ccc(C)cc1N(CC(=O)NC1CCCC1)C(=O)Cn1nnc(-c2ccc(C)o2)n1
    3 | 1 | nt | nt | nt | -19 | nt | 19 | 0
CC(=O)Nc1ccc(SCC(=O)c2cc(C)ccc2C)cc1
    -4 | 2 | 4.2 | 3.0 | -12 | 8 | -12 | 1 | 2
COC(=O)c1ccc(NC(=O)C2CC(=O)N(c3cc(C)ccc3C)C2)cc1 (stereo not drawn)
    -7 | -4 | 0.6 | 2.1 | -7 | -4 | -11 | 2 | 8
COc1ccc(NC(=O)COc2ccc(N(C)S(=O)(=O)c3ccc(Cl)cc3)cc2)cc1OC
    38* | 0 | 11 | 14 | -22 | 61* | 90* | 8 | -13
COc1ccc(CN(C)C(=O)c2cccc(NS(=O)(=O)c3ccccc3)c2)c(OC)c1
    10 | -1 | 5.7 | 2.7 | -10 | 18 | -17 | 4 | -3
Cc1oc2cc(OC(C)C(=O)O)ccc2c(=O)c1Oc1ccccc1 (stereo not drawn)
    1 | 3 | 0.3 | 4.6 | -7 | -10 | -4 | 15 | 4
CC(CNC(=O)C(=O)NC(C)CCc1ccccc1)Cc1ccccc1 (stereo not drawn)
    -32 | -1 | 0.2 | -0.7 | -5 | -17 | -5 | 15 | 4

(cont.)
Every second line gives: CHRM1 antagonist | CHRM1 agonist | V1R ag counter | OXTR agonist | OXTR potentiator | TAAR1 antag | CHO parental Ca | TAAR1 agonist | M1 PAM
CNc1nc(N)c(C(=O)C23CC4CC(CC(C4)C2)C3)s1
    0 | 5 | 0.6 | 5.1 | -13 | 12 | -8 | 4 | 9
O=C(NC1CCCCC1)N1CCCC1
    -8 | -5 | -0.2 | 1.5 | -3 | 6 | -3 | 3 | 5
O=C(CSc1nc2[nH]ncc2c(=O)n1-c1ccccc1)NCc1cccs1
    -2 | -4 | 0.4 | -0.4 | -12 | 0 | 1 | 2 | 4
COCc1cc(C)n(CC(=O)Nc2ccc(N3CCOCC3)c(Cl)c2)c(=O)c1C#N
    -9 | -6 | 0.2 | 0.4 | -5 | -18 | 0 | 4 | 7
c1cncc(-c2nc(-c3ccc4c(c3)OCO4)cs2)c1
    -28 | -4 | -1.1 | -2.4 | -11 | 11 | -17 | -3 | 5
CCN1C(=O)[C@H]2[C@@H](c3ccc(OC)cc3)N[C@]3(CCCN(Cc4ccc(Cl)cc4)C3=O)[C@H]2C1=O
    -5 | 0 | nt | nt | nt | -29 | nt | -1 | 10
O=C(CSc1nc2nn(-c3ccccc3)c(=O)c-2c2n1CCCCC2)c1ccc(O)c(O)c1
    -8 | -8 | 0.5 | 0.9 | -4 | nt | -9 | nt | 2
CCOc1ccc(S(=O)(=O)N2CCCC(C(=O)Nc3cccc(C)c3)C2)cc1 (stereo not drawn)
    -2 | -4 | 0.1 | -1.4 | 1 | -24 | 15 | 2 | 2
O=C(Nc1ccc(N2CCN(C(=O)c3ccco3)CC2)cc1)c1ccccc1F
    -7 | -2 | 1.8 | 0.8 | -3 | -1 | -11 | 4 | 4
CC(C)C(=O)N1CCCC1(C)C(=O)N(C)Cc1cccc2ccccc12 (stereo not drawn)
    -17 | 0 | nt | nt | nt | -15 | nt | 2 | 21
CCOC(=O)N1CCC(NC(=O)c2ccc(N3CCC4(CC3)OCCO4)c([N+](=O)[O-])c2)CC1
    12 | -5 | 1.6 | 0.9 | -12 | -15 | 3 | 2 | -4
COc1ccccc1NC(=O)NCCc1ccccc1
    17 | -2 | nt | nt | nt | -9 | nt | -1 | -5
O=C1/C(=C\c2cccnc2)Sc2ccccc21
    3 | 19* | 0.6 | 0.3 | -11 | 0 | -24 | 2 | 16
O=C(Nc1c(F)cc(F)cc1Br)c1cc(-c2ccco2)on1
    -9 | -8 | 0.4 | -0.4 | -6 | 10 | 11 | 55* | 0
S=C(Nc1ccc(Oc2ccccc2)cc1)Nc1cccnc1
    -6 | -3 | 0.4 | 5.1 | -9 | 15 | -2 | 8 | -4
COc1ccc(C(CNC(=O)c2cc(F)c(F)c(F)c2F)N2CCOCC2)cc1 (stereo not drawn)
    -16 | -7 | -0.1 | -1.8 | -1 | 3 | -26 | -2 | 10
C=CCSc1nn2c(=O)c3ccccc3nc2s1
    -11 | -5 | 0.4 | 1.6 | 3 | -1 | -11 | 2 | 8
Cc1ccc(CNC(=O)Nc2cccs2)cc1
    -8 | -4 | -0.3 | -0.8 | -3 | 13 | -10 | 9 | 5
O=C(NC[C@@H]1CCCO1)c1cccc2c1C(=O)c1ccc(N3CCOCC3)cc1S2(=O)=O
    24 | -4 | 1.8 | 1.0 | 1 | 44 | -5 | 17 | -13
COc1cc([N+](=O)[O-])ccc1NC(=S)N1CCOCC1
    1 | -4 | 0.3 | -0.6 | -6 | 0 | -1 | 1 | 6
Cc1cc(Cl)c(S(=O)(=O)NC2CCCC2)cc1OCC(N)=O
    3 | 1 | 1.9 | 2.6 | 0 | -21 | -10 | 2 | 8
Cc1nn(-c2ccccc2)c(Cl)c1/C=N\NC(=O)c1cnccn1
    -3 | -4 | 0.3 | 0.5 | -1 | -5 | -4 | 0 | 6
CCn1c(SCc2nc(CC(=O)Nc3ccccc3OC)no2)nnc1-c1cccs1
    -9 | -7 | 0.3 | -0.5 | -6 | -2 | -16 | 8 | 7
Cc1nc2cc(NS(=O)(=O)c3ccccc3)ccc2n1C
    -12 | -8 | 1.8 | 2.3 | -6 | -6 | -10 | 5 | 12
Cc1cc(C)n(CC(=O)N2CCCC(N3CCN(c4cccc(C(F)(F)F)c4)CC3)C2)n1 (stereo not drawn)
    -10 | -2 | 3.6 | -0.3 | 3 | -13 | -17 | 0 | 5
CCNc1nc(SCCOc2ccc(Cl)cc2Cl)nc(N(C)C)n1
    1 | -3 | nt | nt | nt | -17 | nt | 6 | 2
Cc1cc(-c2ccco2)n(-c2ccccc2)n1
    1 | -3 | -1.7 | -0.8 | -10 | 3 | -12 | 1 | 4
O=C(CN(Cc1ccccc1Cl)C(=O)c1csnn1)NCc1ccc(F)cc1
    -2 | 4 | 5.3 | 4.4 | -13 | 2 | -22 | 6 | 1
COc1ccc(OC2C(=O)N(c3ccc(C)c(C)c3)C2c2ccc(OC)c(OC)c2)cc1 (stereo not drawn)
    -11 | -7 | 1.6 | -0.4 | -18 | 18 | 3 | 6 | 3
COc1ccccc1CNC(=O)COC(=O)c1cc(-c2ccco2)nc2ccccc12
    -12 | -3 | -0.3 | -1.2 | 3 | 0 | -5 | 4 | 3
O=C(COC(=O)c1ccc2ncsc2c1)NC(=O)c1ccccc1
    4 | -5 | -0.1 | 1.8 | -8 | -29 | -10 | 21 | 0
O=C(c1ccc(F)cc1F)N1CCCN(c2nc(-c3ccccc3)ns2)CC1
    1 | -2 | 3.5 | 2.7 | -9 | 5 | -12 | 0 | -1
O=C(Nc1nc(-c2ccc(S(=O)(=O)N3CCOCC3)cc2)cs1)c1ccccc1
    -1&18 | 2&-7 | 5.3 | 9.8 | -16 | 59*! | -3 | 13&12 | -1&-13
